Compound activity (PubChem BioAssay)
hIAP inh = human IAP inhibition | purified IAP, CDP-Star luminescence, 30 min | inhibition, % at 10 µM | 0.12% of 330,000 active | AID 2544;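 active means inhibition reaching a set limit with compound at 10 µM in the primary screen, cut at about 35% in these data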;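 further: plate controls were DMSO wells with enzyme for no effect and no-enzyme buffer wells for full effect; values of inactives mirror those of a sister screen read the other way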
Target sequence (P09923 whole entry, looked up): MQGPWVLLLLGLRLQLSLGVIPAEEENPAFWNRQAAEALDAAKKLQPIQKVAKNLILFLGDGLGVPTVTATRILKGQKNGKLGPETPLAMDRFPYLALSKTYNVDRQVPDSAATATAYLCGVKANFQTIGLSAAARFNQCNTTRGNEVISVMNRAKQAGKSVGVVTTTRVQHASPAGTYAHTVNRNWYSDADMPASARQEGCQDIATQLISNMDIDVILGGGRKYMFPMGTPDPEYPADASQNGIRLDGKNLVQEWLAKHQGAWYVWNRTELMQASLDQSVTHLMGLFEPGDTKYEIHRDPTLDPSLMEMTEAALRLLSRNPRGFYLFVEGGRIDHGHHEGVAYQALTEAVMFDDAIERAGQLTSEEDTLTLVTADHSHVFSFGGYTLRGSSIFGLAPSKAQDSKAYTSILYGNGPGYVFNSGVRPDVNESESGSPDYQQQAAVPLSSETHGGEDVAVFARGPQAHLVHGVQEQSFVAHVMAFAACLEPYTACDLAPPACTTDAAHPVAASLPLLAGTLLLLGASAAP
NALP3 yeast inh = blocks the NALP3 inflammasome reconstituted in yeast. 0.39% of 330,000 active. Yeast reconstituted NLRP3/ASC/caspase-1, beta-gal luminescence, 24 h. AID 2825. inhibition, % at 10 µM;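 active means inhibition of 50% or more; inactive means inhibition below 50%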;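 further: plate controls were induced DMSO wells for no effect and uninduced yeast grown without galactose for full effect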
mIAP inh = blocks mouse intestinal alkaline phosphatase; purified mouse IAP, CDP-Star luminescence, 30 min; inhibition, % at 10 µM; 0.2% of 330,000 active; AID 2806;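 active means inhibition of at least 40% at 10 µM in the primary screen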;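 further: plate controls were DMSO with enzyme for no effect and no enzyme wells for full effect; values of inactives mirror those of a sister screen read the other way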
tim10-1 inh = tim10-1 yeast growth inhibition. AID 463190. inhibition, % at 20 µM. S. cerevisiae tim10-1 ts strain growth, BacTiter-Glo, 24 h. 2.2% of 330,000 active;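 active means inhibition of at least 40%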;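 further: mutant grown at 25 °C; 0% = DMSO wells with yeast and 100% = wells holding no yeast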
mIAP activ = mouse IAP activation; AID 2805; muIAP, CDP-Star luminescence, 30 min; stronger effect = higher value; 1 = vehicle-only enzyme signal, 0 = enzyme-free wells; 0.24% of 330,000 active; activation factor at 10 µM;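 active means activation factor of at least 2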; further: the source names both 10 and 20 µM as test concentration; values of inactives mirror those of a sister screen read the other way
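Assay system: mouse IAP enzyme; reagent: chemiluminescent substrate CDP-Star; dosing: test compounds delivered from DMSO solution; schedule: 30 min at room temperature; measured by: luminescence from enzymatic CDP-Star hydrolysis; controls: DMSO-only wells and no-enzyme negative control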
MIN6 prolif = MIN6 beta-cell proliferation induction | proliferation, % at 10 µM | 0.29% of 330,000 active | MIN6 cells proliferation, ATPlite luminescence, 48 h; cells starved in 0.2% serum; 100% = growth in 10% serum;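 active means compounds whose signal lies at least 3.5 SD above the mean of all wells on their plate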;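 further: 0% = DMSO-treated cells in low-serum medium and 100% = 10% serum control; some compounds called inactive have numbers as strong as hits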
A3A deaminase = human APOBEC3A DNA deaminase inhibition; P31941; recombinant A3A, FAM/TAMRA ssDNA deamination fluorescence; inhibition, % at 20 µM; 0.41% of 330,000 active;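 active means at least 40% inhibition at 20 µM here, with at most 30% in a related deaminase screen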;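 further: plate controls were A3A with DMSO for no effect and wells lacking A3A enzyme for full effect; some results filed as inactive read as strong as hits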
Target sequence (P31941 whole entry, looked up): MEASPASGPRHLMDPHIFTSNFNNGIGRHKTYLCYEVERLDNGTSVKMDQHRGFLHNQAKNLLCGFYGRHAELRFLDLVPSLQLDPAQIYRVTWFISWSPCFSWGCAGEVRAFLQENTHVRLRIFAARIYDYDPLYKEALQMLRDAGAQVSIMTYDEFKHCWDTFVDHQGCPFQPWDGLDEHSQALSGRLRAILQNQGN
TIM10 inh = TIM10 yeast growth inhibition. S. cerevisiae TIM10 strain growth, BacTiter-Glo luminescence, 24 h. inhibition, % at 10 µM. 1.4% of 330,000 active;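 active means inhibition of 40% or more at the single tested concentration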;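 further: wild-type TIM10 isogenic control strain grown at permissive 25 °C; 0% = DMSO yeast wells and 100% = minimal medium wells without yeast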
APOBEC3G inh = inhibitors of human APOBEC3G DNA deaminase; Q9HC16; recombinant A3G, ssDNA deamination FAM/TAMRA fluorescence; inhibition, % at 20 µM; 0.28% of 330,000 active; AID 493012;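 active means inhibition of at least 40% at 20 µM, with no more than 30% in the related APOBEC3A deaminase screen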;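 further: plate controls were DMSO wells with A3G for no effect and wells lacking A3G enzyme for full effect; some compounds called inactive have numbers as strong as hits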
* hit, by the source's call.

SMILES	hIAP inh	NALP3 yeast inh	mIAP inh	tim10-1 inh	mIAP activ	MIN6 prolif	A3A deaminase	TIM10 inh	APOBEC3G inh
CCOc1cc2c(cc1OCC)C(c1ccc(OC)cc1)N(c1ccccc1)C(=O)C2 (stereo not drawn)	-13.5	16.4	3.4	9.0	0.966	1.8	2.4	17.9	-1.1
Cc1occc1C(=O)NNC(=O)COc1ccc(Br)cc1Br	-35.2	20.5	6.9	12.2	0.931	-1.4	0.2	16.0	-5.9
CNC(=S)Nc1ccc(Br)cc1	-6.8	7.9	-8.1	16.9	1.08	-0.6	-3.6	-0.5	-4.4
O=C(Cn1c2c(c(-c3ccccc3Cl)cc1=O)CCC2)NCC1CCCO1 (stereo not drawn)	-10.2	3.3	-1.2	-6.6	1.01	-1.2	2.0	13.9	-2.6
Nc1nc(COc2ccccc2C=O)nc(Nc2ccccc2)n1	1.3	3.5	-5.7	7.4	1.06	2.9	-4.5	21.6	-10.3
CC1CCN(CCCCOc2ccc(Br)cc2)CC1	-2.6	16.6	0.4	-29.2	0.996	-2.2	-1.3	4.6	0.6
CC(=O)Nc1ccc(NC(=O)COC(=O)c2ccc(S(=O)(=O)NCc3ccco3)cc2)cc1	-32.6	1.4	-2.9	-1.6	1.03	-4.9	1.4	-4.0	-2.5
CCn1c(=NC(=O)CSCC(=O)Nc2nccs2)sc2ccccc21	11.0	2.9	10.9	18.3	0.891	1.3	-6.6	11.5	-9.3
COc1cc(NC(=O)CSCC(=O)N(C)C2CCCCC2)cc(OC)c1	16.0	9.7	7.1	13.5	0.929	-2.5	-0.9	10.8	-3.7
CCOc1cc(N2CCOCC2)c(OCC)cc1NC(=O)c1cc(C)cc(C)c1	-15.2	2.7	5.2	29.8	0.948	1.9	-3.3	8.6	-1.8
CCn1c(CNc2ccc(F)cc2)nnc1SCC(=O)N1CCCc2ccccc21	-14.0	-4.0	5.5	11.1	0.945	-1.9	1.8	13.0	3.0
OC(CCN1CCCCC1)c1ccc(-c2ccccc2)cc1 (stereo not drawn)	3.8	19.4	3.0	-10.1	0.97	-3.7	-0.8	-4.6	-5.2
O=C(c1c(F)cccc1F)N1CCCC(c2nc(-c3ccc(Cl)cc3)no2)C1 (stereo not drawn)	-21.0	17.3	10.6	-10.0	0.894	-4.8	-5.6	-12.3	-4.4
CC(=O)Nc1ccc(S(=O)(=O)Nc2cc(C)cn(Cc3ccc(C)cc3)c2=O)cc1	-7.4	9.7	4.9	10.8	0.951	1.7	-4.5	2.9	1.5
Cc1ccc(NC(=O)C2CCN(C(=O)NC3CCCCC3)CC2)c(C)c1	6.8	2.3	-4.9	7.9	1.05	0.6	1.1	5.1	0.4
Cc1cc(-c2ccccc2C(=O)Nc2ccccc2O)on1	0.8	10.5	-3.0	-3.8	1.03	3.0	-1.8	7.7	32.9
CCn1nc2cc(C(=O)NCc3cc(C(F)(F)F)cc(C(F)(F)F)c3)ccc2c1OC	-5.0	4.0	6.5	-9.0	0.935	-1.1	-2.9	-12.3	-4.5
c1ccc(-c2nccc(-c3ccc4c(c3)OCO4)n2)cc1	1.2	12.9	0.8	26.6	0.992	-1.8	-1.6	29.0	-6.0
O=C(Nc1ccc(-c2ccco2)cc1)C1CCCN(Cc2ccc(CO)o2)C1 (stereo not drawn)	-30.7	20.2	1.7	-3.6	0.983	10.9*	-0.2	-12.0	-9.6
CCC(=O)OCC(=O)N=c1sccn1Cc1ccc(C)cc1	9.5	-20.4	3.6	20.9	0.964	-0.9	-2.0	16.9	-4.2

Molecules above that have four or more nitrogen atoms (three):
SMILES	hIAP inh	NALP3 yeast inh	mIAP inh	tim10-1 inh	mIAP activ	MIN6 prolif	A3A deaminase	TIM10 inh	APOBEC3G inh
Nc1nc(COc2ccccc2C=O)nc(Nc2ccccc2)n1	1.3	3.5	-5.7	7.4	1.06	2.9	-4.5	21.6	-10.3
CCn1c(=NC(=O)CSCC(=O)Nc2nccs2)sc2ccccc21	11.0	2.9	10.9	18.3	0.891	1.3	-6.6	11.5	-9.3
CCn1c(CNc2ccc(F)cc2)nnc1SCC(=O)N1CCCc2ccccc21	-14.0	-4.0	5.5	11.1	0.945	-1.9	1.8	13.0	3.0

The list goes on.
SMILES	hIAP inh	NALP3 yeast inh	mIAP inh	tim10-1 inh	mIAP activ	MIN6 prolif	A3A deaminase	TIM10 inh	APOBEC3G inh
Cc1cc(C)cc(-n2nnc(C(=O)NCc3ccccc3)c2N)c1	8.6	4.8	-8.3	6.0	1.08	1.5	-1.5	-2.7	-6.3
O=c1c2cc(NC(=S)N3CCC(N4CCCCC4)CC3)ccc2nc2n1CCCCC2	12.9	3.1	-11.4	7.9	1.11	-2.9	-2.3	16.6	2.2
O=C1C(=O)N(c2ccccn2)C(c2ccc(Br)cc2)/C1=C(/O)c1ccc(Br)cc1 (stereo not drawn)	-5.9	8.1	16.8	8.5	0.832	-4.0	-4.5	9.6	-7.2
O=C(O)c1cccc(-c2nnn(Cc3ccccc3)n2)c1	0.8	-1.5	-12.0	9.5	1.12	1.8	-3.0	-2.1	-5.9
CCOC12CC(C)(C)CC(C)(CC3=C1C(=O)CC(C)(C)C3)C2 (stereo not drawn)	-5.2	13.9	-2.3	17.6	1.02	-2.6	0.9	16.5	-0.8
COc1ccc(CNC(=S)Nc2cccc(OC)c2)cc1	-12.3	10.7	-47.7	19.0	1.48	-1.5	3.0	5.2	-0.9
O=C(Cc1cn(-c2ccccc2)nc1-c1ccccc1)N1CCCCC1	-3.0	28.8	-8.1	26.3	1.08	-5.4	2.3	1.6	-2.0
C[N+]1(CN2C(=O)C3C4C=CC(C4)C3C2=O)CCCCC1 (stereo not drawn)	-6.3	20.3	-1.0	-19.1	1.01	1.6	68.0*	13.9	24.6
COc1cccc(CNC(=O)COc2cc(O)c3c(c2)OC(C)(C)CC3=O)c1	-5.5	1.5	-15.9	21.2	1.16	-0.4	-0.8	-2.2	-6.3
CCOCCn1c(CN2CCN(CCO)CC2)nc2c1c(=O)n(C)c(=O)n2C	-0.1	9.2	0.9	-31.1	0.991	-2.5	-1.8	-8.3	-9.7
COc1cc(C)c(S(=O)(=O)n2c([N+](=O)[O-])cnc2C)cc1C	-8.7	24.8	11.0	-6.5	0.89	-2.5	-0.6	7.9	3.9
Cc1c(Br)c([N+](=O)[O-])nn1C(C)C(=O)NCc1cccs1 (stereo not drawn)	0.9	11.0	0.2	8.9	0.998	-2.9	1.4	19.1	-2.2
Cc1cccc(Nc2nnc(SCC(=O)NCC3CCCO3)s2)c1 (stereo not drawn)	4.9	4.0	8.2	-2.6	0.918	-1.1	-3.3	-2.9	-5.2
COc1ccc(CCSc2nnc(C3CCCCC3)n2N)cc1	3.4	-1.4	5.4	9.9	0.946	-2.4	-1.5	-8.1	-2.5
COc1cccc(C(=O)NNC(=S)NC2CCCCC2)c1	-11.0	16.2	2.2	17.9	0.978	0.0	-3.0	10.6	-6.3
O=C(CSCc1cnn(-c2ccccc2)c1-n1cccc1)NCc1cccnc1	4.6	5.1	-2.5	11.6	1.02	2.2	-2.3	5.1	-11.0
Cn1c(=O)[nH]c(=O)c2c1nc(NC1CCCCC1)n2Cc1ccccc1	-6.7	8.2	-12.7	9.4	1.13	-0.3	-8.3	-7.6	-6.7
C[C@H](CO)N1C[C@H](C)[C@@H](CN(C)C(=O)Nc2ccccc2)Oc2c(NC(=O)C3CCCCC3)cccc2C1=O	-2.0	5.4	-2.0	11.4	1.02	-0.9	-5.5	-5.8	-8.8
COc1ccc(CC(=O)NCc2ccc3c(c2)cc(C)n3C)cc1OC	6.4	24.4	-2.5	2.3	1.02	2.5	-1.5	10.3	-4.7
COCc1ccc(CN2CCC(C(=O)Nc3cccc(-c4cccc(Cl)c4)c3)CC2)o1	-0.1	12.5	-174.5	17.4	2.75*	-7.4	-3.1	31.6	-3.2
O=C(CCCn1ncn2c(cc3occc32)c1=O)NCc1ccccc1F	-3.5	-7.7	-3.8	23.3	1.04	0.8	-4.4	5.7	-2.8
Cc1ccc(OC(=O)c2cc(C)nn2C(C)(C)C)cc1	12.6	2.0	6.6	-0.3	0.934	0.0	-3.7	4.8	-9.5
O=C(Nc1ccc(S(=O)(=O)NCCc2ccccc2)cc1)c1ccco1	11.2	0.0	-6.1	35.9	1.06	-1.4	6.9	34.4	0.5
Cc1ccc(N(C)C(=O)N2CCN(S(=O)(=O)c3ccc4ccccc4c3)CC2)cc1	8.6	-8.5	-4.3	33.5	1.04	-4.4	2.4	34.6	0.1
O=C(COC(=O)/C=C/c1ccc2ccccc2n1)NNC(=O)c1ccc([N+](=O)[O-])cc1	-8.0	21.0	0.8	12.7	0.992	7.3	-6.2	8.6	-8.3
CCN(CC)S(=O)(=O)c1cccc(C(=O)Nc2ccc(S(=O)(=O)NC3=NCCCCC3)cc2)c1	4.4	-3.9	9.1	4.5	0.909	-2.5	55.1*	0.8	3.2
Cc1ccc(Cl)cc1N1CCN(C(=O)Cc2cn(C)c3ccccc23)CC1	9.6	18.8	1.0	22.9	0.99	-5.6	-0.5	25.2	1.4
CSc1nc(N)c(NC(=O)c2ccc(Br)o2)c(=O)[nH]1	30.2	7.8	-10.8	5.6	1.11	-1.9	-0.7	-4.8	4.3
O=C(CN(c1ccc(Cl)c(C(F)(F)F)c1)S(=O)(=O)c1ccccc1)N1CCOCC1	-22.0	13.1	-16.6	18.1	1.17	-3.6	-3.9	0.8	-2.9
Cc1ccc(N2C(=O)NC(NS(=O)(=O)c3ccccc3)(C(F)(F)F)C2=O)cc1 (stereo not drawn)	7.2	3.7	5.8	-24.0	0.942	-3.1	3.5	12.8	-5.0
COc1ccc(Cn2c(=N)c(C(=O)NC3CCCCC3)cc3c(=O)n4ccccc4nc32)cc1	-9.7	-1.8	3.7	13.7	0.963	-6.4	-1.7	9.8	-2.7
Cc1cc(C)cc(C(=O)NCCC(=O)N2CCC3(CC2)NCCc2[nH]cnc23)c1	21.4	6.6	-3.1	-5.1	1.03	-1.1	2.4	-6.9	1.7
O=C(c1ccc(NC(=O)C(c2ccccc2)c2ccccc2)cc1)c1ccc(C(=O)O)c(C(=O)O)c1	0.1	11.5	8.8	-7.1	0.912	-2.2	-5.2	11.8	-1.0
COc1ccc(NC(=S)N(CCc2c(C)[nH]c3ccc(C)cc23)Cc2ccco2)cc1	12.3	22.8	0.9	20.2	0.991	-6.0	-3.4	4.7	-8.9
Cc1ccc(S(=O)(=O)N2CCCCC2C(=O)N2CCN(Cc3ccccc3)CC2)cc1 (stereo not drawn)	14.1	7.0	-6.6	25.3	1.07	-2.3	2.1	10.9	1.0
Cn1nc(-c2ccc(Cl)cc2)c2cc(C(=O)N3CCOCC3)sc21	3.9	8.9	-9.0	37.4	1.09	2.8	1.4	17.8	-1.9
CCC1=NN(C(=O)C(=O)Nc2ccccc2OC)C(O)(C(F)(F)F)C1 (stereo not drawn)	2.7	10.1	-1.6	3.4	1.02	-1.6	25.8	-16.4	11.4
O=C(O)C1OC(Oc2cc3oc(-c4ccccc4)cc(=O)c3c(O)c2O)C(O)C(O)C1O (stereo not drawn)	-31.3	15.0	5.7	-17.4	0.943	-5.7	-3.1	-3.9	-6.3
COc1cccc(-n2nnc3c(=O)n(CC(=O)N4CCC(C)CC4)cnc32)c1	-6.9	11.0	-3.5	-8.5	1.03	-1.7	0.6	-6.2	-2.6
Cc1ccc(Sc2ccc(CO)cc2[N+](=O)[O-])cc1	-1.7	20.5	11.1	31.6	0.889	-3.6	-4.4	30.1	1.0

Compounds were not picked by outcome, and some 4.6% of all compounds hit somewhere here.
